Screening results: PubChem BioAssay, several laboratories
PvdQ inh: P. aeruginosa PvdQ acylase inhibition; purified PvdQ acylase, fluorescence plate reader; inhibition, % at 10 µM; 0.063% of 340,000 active; in the data active = inhibition above about 30%, passing the limit was not always enough;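 also: 0% = vehicle neutral wells and 100% = reference inhibitor wells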
Wnt act: activates Wnt/beta-catenin signaling in a reporter cell assay. 1.2% of 300,000 active. activation, % at 9.35 µM. activator, plate reader; in the data active = activation above about 30%, passing the limit was not always enough;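 also: 0% = neutral control wells and 100% = positive control wells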
SR-BI DiI inh: mouse SR-BI HDL lipid transfer inhibition. ldlA[mSR-BI] CHO cells, DiI-HDL uptake fluorescence, 3 h. inhibition, % at 12.5 µM. Q61009. 0.96% of 320,000 active;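 active = mean replicate inhibition of at least 70% and a set share of replicates each scoring 70 or more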;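 also: 0% = median of neutral control wells and 100% = median of positive control wells; values of inactives mirror those of a sister screen read the other way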
Target sequence (Q61009 whole entry, looked up): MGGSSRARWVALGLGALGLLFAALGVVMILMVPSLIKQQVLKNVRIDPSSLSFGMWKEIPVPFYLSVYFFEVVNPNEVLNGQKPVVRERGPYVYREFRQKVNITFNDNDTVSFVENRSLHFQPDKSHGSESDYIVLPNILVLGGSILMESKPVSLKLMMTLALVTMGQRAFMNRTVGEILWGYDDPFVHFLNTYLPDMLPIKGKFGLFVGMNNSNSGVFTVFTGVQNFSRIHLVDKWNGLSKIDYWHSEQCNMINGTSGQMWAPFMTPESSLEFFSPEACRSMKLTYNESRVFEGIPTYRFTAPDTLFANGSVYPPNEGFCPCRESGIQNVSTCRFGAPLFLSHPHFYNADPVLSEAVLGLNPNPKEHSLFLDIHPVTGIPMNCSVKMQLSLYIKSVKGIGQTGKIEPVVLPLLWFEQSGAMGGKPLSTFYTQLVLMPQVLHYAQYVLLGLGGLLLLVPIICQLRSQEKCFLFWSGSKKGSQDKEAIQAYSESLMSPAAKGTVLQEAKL
V-ATPase pHluor: yeast V-ATPase proton transport regulation by pHLuorin. S. cerevisiae, pHLuorin cytosolic pH fluorescence. 0.37% of 350,000 active. response, % at 10 µM; in the data active = response mostly above about 7.3%, no sharp cut-off; inactive = mostly below about 5.4%; also: actives read high; inactives centre near 0; some compounds called inactive have numbers as strong as hits; reference of the scale not given here
CDK5 p35 inh: blocks human CDK5/p35 kinase activity; Q00535+Q15078; Recombinant CDK5/p35, ADP-Glo luminescence, 60 min; inhibition, % at 10 µM; 0.01% of 330,000 active;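 active = highest replicate inhibition of at least 50% and at least 75% of replicates reaching 50%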;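 also: plate controls were DMSO neutral control for no effect and GW8510 at 10 µM for full effect; many of its hits are not listed in these tables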
HTR5A inv ag: counter-screen for OPRM1-OPRD1 inverse agonists: human HTR5A inverse agonism. P47898. HTR5A cell line, luminescence. inhibition, % at 9.3 µM. 0.083% of 340,000 active; in the data active = inhibition mostly above about 23%, no sharp cut-off; inactive = mostly below about 18%;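 also: 0% = cells with DMSO and 100% = no-cell wells with DMSO; some compounds called inactive have numbers as strong as hits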
dFosB activator: enhances mouse delta FosB homodimer DNA binding. purified delta FosB, TAMRA-CDK5 oligo fluorescence polarization; percent of positive-control signal above neutral wells. activation, % at 25 µM. 0.99% of 340,000 active. AID 493131;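 active = mean activation above about 17%, with every replicate also reaching it, limit read from the data, passing the limit was not always enough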;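 also: fluorescence polarization rise as delta FosB binds a TAMRA Cdk5 AP-1 oligo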
Target sequence (P13346 whole entry, looked up): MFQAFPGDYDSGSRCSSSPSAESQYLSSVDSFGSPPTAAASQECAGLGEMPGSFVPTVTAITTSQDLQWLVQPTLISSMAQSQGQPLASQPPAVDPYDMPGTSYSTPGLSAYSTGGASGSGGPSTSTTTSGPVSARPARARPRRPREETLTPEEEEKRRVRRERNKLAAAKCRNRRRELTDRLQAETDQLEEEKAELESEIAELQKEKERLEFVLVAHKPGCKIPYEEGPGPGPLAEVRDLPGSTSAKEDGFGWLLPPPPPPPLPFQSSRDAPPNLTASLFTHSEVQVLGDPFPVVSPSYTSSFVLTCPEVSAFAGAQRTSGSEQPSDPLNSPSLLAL
NSD2 inh: NSD2 (human) methyltransferase inhibition; inhibition, % at 12.5 µM; AID 743445; NSD2 peptide methylation, AlphaScreen, 120 min; 0.54% of 310,000 active; in the data active = inhibition above about 50%
MITF act: increases MITF-driven TRPM1 promoter luciferase signal; SK-MEL-5 TRPM1-promoter luciferase, 24 h; % of positive control, neutral wells = 0; AID 588334; activation, % at 12.5 µM; 0.75% of 300,000 active;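 active = mean activation of at least 80% with every replicate also reaching 80%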;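 also: 0% = neutral control wells and 100% = parthenolide positive control wells; values of inactives mirror those of a sister screen read the other way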
HTR5A ag: HTR5A agonism, opioid heterodimer counter-screen; AID 504692; activation, % at 9.3 µM; HTR5A agonist assay, luminescence, cell-based; 0.61% of 340,000 active; in the data active = activation mostly above about 9.5%, no sharp cut-off; inactive = mostly below about 7.6%;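 also: 0% = cells with vehicle only and 100% = reference agonist; strong numbers were not always called active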
* = called active by the depositor; nt = not tested or not shown; & = joins results of further samples.

mol,dFosB activator,PvdQ inh,HTR5A ag,MITF act,HTR5A inv ag,V-ATPase pHluor,NSD2 inh,CDK5 p35 inh,SR-BI DiI inh,Wnt act
COc1cccc(CNc2ccc(S(=O)(=O)N3CCCC3)cn2)c1,-1,-11,7,-1,-17,1,-1,0.0,-12,-1
COc1cc(C(=O)NCC(=O)N/N=C(/C)c2ccc3c(c2)CCCC3)cc(OC)c1OC,-13,0,-1,-5,2,8,-1,-0.4,21,-1
O=C(Nc1ccc(C(=O)O)cc1)/C(=C\C=C\c1ccccc1)NC(=O)c1ccc(Br)cc1,2,9,2,-3,-10,-2,8,-2.1,-15,-1
O=c1/c(=C\c2cccn2-c2ccccc2)sc2nc3ccccc3n12,3,-11,0,56,-3,2,-2,-0.2,-12,-2
O=C(COC(=O)C1=COCCO1)Nc1ccc2c(c1)OCO2,-2,4,6,4,-5,5,-1,0.7,-39,13
O=[N+]([O-])c1ccc2nc(-c3ccccc3)n(OCc3ccc(Cl)cc3)c2c1,-7,-1,3,nt,8,0,1,-1.1,78*,nt
COc1ccc([N+](=O)[O-])cc1NC(=O)Nc1cccc(Cl)c1,-5,-12,5,-21,-13,-7,2,-0.6,83*,-6
N#Cc1cccc(S(=O)(=O)NCC(=O)OCC(=O)NCc2ccccc2)c1,-1,-10,0,3,-8,-2,-1,0.7,-10,1
Cc1nc2cccc(C(=O)NCc3ccccc3)c2o1,-9,-7,-3,-12,2,0,35,-0.6,-5,nt
Cc1ccsc1C(=O)N1CCCC(C(=O)c2cc(F)ccc2F)C1 (stereo not drawn),-3,-16,2,8,19,-1,-2,-0.2,nt,0
COc1cccc(/C=N/NC(=O)c2[nH]c(C)c(C(=O)N/N=C/c3cccc(OC)c3O)c2C)c1O,3,-7,4,-8,-12,-3,nt,-1.7,125*,nt
CSc1ccc(CN2CCN(C(=O)CC(C)C)CC2)cc1,5,0,3,nt,-10,-1,-6,0.3,0,-2
CN(C)CCn1c(=O)n(-c2ccc(F)cc2)c(=O)c2c3c(sc21)CCCCC3,0,-4,2,-7,20,-1,4,0.5,-23,0
O=C(N/N=C\c1ccccn1)c1cccc(C(=O)N/N=C\c2ccccn2)n1,-19,-13,2,-19,-29,-4,0,1.8,-13,-1
Cc1sc2ncnc(OCC(=O)N3CC(=O)Nc4ccccc43)c2c1C,-4,-6,0,9,1,2,-1,0.5,5,-2
O=C(c1cn(-c2ccccc2)nc1-c1cccs1)N1CCN(c2ccccn2)CC1,-2,-12,-6,18,-28,2,nt,-1.9,27,6
O=C(NCC1CCCN1S(=O)(=O)c1cccs1)c1cccc(F)c1 (stereo not drawn),-8,-6,-3,-8,9,-1,-2,0.6,-3,-2
CN1/C(=C\C(=O)c2cccc([N+](=O)[O-])c2)Sc2ccccc21,-7,-20,0,19,0,4,-5,2.2,11,21
O=C(Cc1cccc(NC(=O)C2CCN(C(=O)C3CCCC3)CC2)c1)Nc1cccc(C(=O)N2CCOCC2)c1,-5,-10,-3,5,11,-2,nt,1.4,24,3
CCOc1cc(NC(=O)c2ccco2)c(OCC)cc1NC(=O)c1cc(OC)c(OC)c(OC)c1,-9,2,-2,-42,-3,-8,1,0.1,59,4
COc1ccc(N2CCN(c3nc(=S)n(-c4ccccc4)c(C)c3C(C)=O)CC2)cc1,-6,-11,0,-3,14,0,8,1.9,-4,nt
CC(=O)Nc1ccc(S(=O)(=O)NCCC(=O)Nc2ccc(C)c(F)c2)cc1,-3,2,5,7,-16,2,23,0.4,nt,-3
Nn1c(CSc2ccccn2)nc2ccccc2c1=O,-8,-4,4,23,-11,-6,-3,0.0,-11,nt
CN1CCN(CC(=O)Nc2sc3c(c2C(=O)Nc2ccccc2)CCCC3)CC1,-6,-7,-2,21,1,-3,4,1.7,5,-1
COc1ccc(CCNC(=O)Cn2c(=O)n(Cc3ccco3)c(=O)c3ccc(Cl)cc32)cc1OC,0,-8,1,nt,10,1,-1,-0.3,17,1
COc1ccc(-c2c(=O)n(OCc3ccccn3)c3ccccc3[n+]2[O-])cc1OC,-6,-4,-2,nt,7,3,3,-1.4,-8,nt
Cc1cc(C)cc(OCC(=O)NCc2cc(C)nc3ccccc23)c1,-5,-1,-4,-6,10,0,3,1.7,-24,-8
C/C(=N\NC(=O)CNc1cccc(Cl)c1C)C1CC1,-2,-8,-2,-10,-23,0,0,-1.8,-20,0
O=C(CN1CCC(C(=O)c2cccc(Cl)c2)CC1)Nc1cccc(C(=O)O)c1,4,-10,3,7,-8,-2,-3,0.6,-4,1
CCCN(CC(=O)Nc1ccccc1C)C(=O)c1ccc(N2CCOCC2)c([N+](=O)[O-])c1,1,-16,-2,4,6,-6,2,-2.6,12,-3
Cc1cc(C(F)F)n2ncc(C(=O)NCCc3ccccc3Cl)c2n1,-6,-1,5,12,0,0,-2,-0.3,8,-3
CCOC(=O)C(C)Sc1nc(-c2ccco2)cc(C(F)(F)F)c1C#N (stereo not drawn),-7,-4,12,-6,-32,5,47,0.6,33,-1
Cc1ccc2oc(C(=O)N(Cc3ccncc3)CC3CCCO3)c(C)c2c1 (stereo not drawn),-9,-6,1,64,15,-1,0,-1.7,25,15
O=C(O)c1cc(-c2ccc(Cl)s2)nc2ccccc12,7,-9,-6,5,14,2,-6,0.5,-25,2
O=C(COc1ccc([N+](=O)[O-])cc1Cl)Nc1ccc2[nH]c(=O)[nH]c2c1,0,-6,2,8,-8,-2,0,-1.2,6,0
COc1ccc(C(=O)NCC(=O)N2CCN(C(=O)c3ccco3)CC2)cc1[N+](=O)[O-],-9,-23,-2,6,6,2,-4,-1.8,4,6
Cc1ccc(S(=O)(=O)Nc2cccc(C(=O)NCC(c3ccc(F)cc3)N3CCOCC3)c2)cc1 (stereo not drawn),-11,-9,-4,nt,10,1,-3,1.0,-18,2
NC(=O)CSc1oc(-c2ccc(F)cc2)nc1S(=O)(=O)c1ccccc1,4,1,3,-15,-8,-1,12,-0.5,-7,-5
Cc1onc(-c2ccccc2Cl)c1C(=O)Nc1sc2c(c1C(N)=O)CCC(C)C2 (stereo not drawn),-7,-13,-1,8,-9,0,nt,-0.8,73*,1
N#CC(=C=[N-])c1nc2ccccc2nc1-[n+]1ccccc1,2&-2,-4&-13,-1&1,1&-7,2&-4,-2&-3,0&-2,-0.8&1.4,-12&-10,1
CCn1c(SCc2nc3ccccc3c(=O)[nH]2)nnc1C(C)NC(=O)c1ccccc1F (stereo not drawn),-8,2,-1,-2,4,6,-1,2.0,-14,-15
CC(C)CCn1c(CN2CCN(Cc3ccccc3)CC2)nc2c1c(=O)[nH]c(=O)n2C,-9,-24,-1,5,-11,0,0,-12,-11,-1
OC(CSc1c(Cl)cccc1Cl)CN1CCN(c2ccccc2F)CC1 (stereo not drawn),-8,-14,3,8,11,-1,0,-0.7,37,-3
CCCCN(CC)C(=O)c1cc2cc3ccc(OC)cc3nc2o1,-13,9,-2,73,-20,1,-1,-0.1,34,58*
CC(C)C1S/C(=N/N=C/c2ccco2)NC1=O (stereo not drawn),-2,-13,-2,5,-1,-1,-1,0.6,-21,nt
O=C(Nc1ccc2nc(-c3ccco3)c(-c3ccco3)nc2c1)NC1CC1,-32,11,0,48,-15,10,nt,-1.5,8,nt
CC(C)(C)NC(=O)C(OC(=O)c1cccs1)c1ccc(C#N)cc1 (stereo not drawn),-11,-9,-3,0,-8,0,9,0.5,6,1
Cc1ccc(C)c(S(=O)(=O)N(C)C2CCS(=O)(=O)C2)c1 (stereo not drawn),-1,-10,-5,5,12,-2,1,3.4,-11,8
CC(C)c1ccc(N(C(=O)c2csnn2)C(C(=O)NC(C)(C)C)c2cccnc2)cc1 (stereo not drawn),2,2,4,nt,16,-2,-2,-5.1,-9,-2
COc1cc(OC)c(C(=O)N(CCc2ccccc2)Cc2ccccc2)cc1OC,-10,-6,0,1,29,0,1,0.3,19,-2
NS(=O)(=O)c1ccc(CNC(=S)NC2CCCCC2)cc1,2,-7,-2,-9,4,6,0,-1.2,-6,1

Seven of the compounds above, with two lines to a compound:
Results follow in this order: dFosB activator, PvdQ inh, HTR5A ag, MITF act, HTR5A inv ag, V-ATPase pHluor, NSD2 inh, CDK5 p35 inh, SR-BI DiI inh, Wnt act
CC(C)CCn1c(CN2CCN(Cc3ccccc3)CC2)nc2c1c(=O)[nH]c(=O)n2C
    -9, -24, -1, 5, -11, 0, 0, -12, -11, -1
OC(CSc1c(Cl)cccc1Cl)CN1CCN(c2ccccc2F)CC1 (stereo not drawn)
    -8, -14, 3, 8, 11, -1, 0, -0.7, 37, -3
CCCCN(CC)C(=O)c1cc2cc3ccc(OC)cc3nc2o1
    -13, 9, -2, 73, -20, 1, -1, -0.1, 34, 58*
CC(C)C1S/C(=N/N=C/c2ccco2)NC1=O (stereo not drawn)
    -2, -13, -2, 5, -1, -1, -1, 0.6, -21, nt
O=C(Nc1ccc2nc(-c3ccco3)c(-c3ccco3)nc2c1)NC1CC1
    -32, 11, 0, 48, -15, 10, nt, -1.5, 8, nt
CC(C)(C)NC(=O)C(OC(=O)c1cccs1)c1ccc(C#N)cc1 (stereo not drawn)
    -11, -9, -3, 0, -8, 0, 9, 0.5, 6, 1
Cc1ccc(C)c(S(=O)(=O)N(C)C2CCS(=O)(=O)C2)c1 (stereo not drawn)
    -1, -10, -5, 5, 12, -2, 1, 3.4, -11, 8
